# Bioassay records as filed in PubChem BioAssay.
# OXTR ag: activates the human oxytocin receptor | CHO-OTR cells, Fluo-8 calcium fluorescence; normalized: DMSO 0%, oxytocin 100% | activation, % at 3 µM | 320,000 compounds, 0.32% hits | AID 2435;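 active = activation above the mean of all tested compounds plus 3 SD, cutoff set per screening run, cut at about 20% in these data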;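 also: peak over basal fluorescence ratio from a 100 s FLIPR kinetic read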
# NALP1 yeast inh: NALP1 inhibition. S. cerevisiae NALP1/ASC/caspase-1 growth, X-gal OD620, 72 h. 280,000 compounds, 0.61% hits. inhibition, % at 10 µM; in the data active = inhibition mostly above about 24%, no sharp cut-off; inactive = mostly below about 32%; also: some compounds called inactive have numbers as strong as hits
# GPR7 antagonist: blocks human GPR7 receptor signaling | P48145 | GPR7-expressing cells, fluorescence antagonist assay | inhibition, % at 4.4 µM | 290,000 compounds, 1.1% hits | AID 1861; in the data active = inhibition above about 16%, passing the limit was not always enough;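 also: cells stimulated with the agonist NPW; 0% = agonist with vehicle and 100% = vehicle without agonist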
# Target sequence (P48145 whole entry, looked up): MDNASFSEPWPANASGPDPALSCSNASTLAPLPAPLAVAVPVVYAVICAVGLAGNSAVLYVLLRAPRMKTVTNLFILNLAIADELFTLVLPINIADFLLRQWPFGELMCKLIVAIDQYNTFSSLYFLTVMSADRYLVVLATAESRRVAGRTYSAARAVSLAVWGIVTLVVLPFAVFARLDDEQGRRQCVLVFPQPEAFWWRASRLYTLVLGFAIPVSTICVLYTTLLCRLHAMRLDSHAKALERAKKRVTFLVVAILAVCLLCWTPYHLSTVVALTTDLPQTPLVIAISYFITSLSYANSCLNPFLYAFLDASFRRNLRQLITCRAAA
# PHOSPHO1 block: PHOSPHO1 (human) inhibition. recombinant PHOSPHO1, absorbance phosphatase assay. inhibition, % at 13.3 µM. Q8TCT1. 290,000 compounds, 1.1% hits. AID 1565; in the data active = inhibition above about 60%
# FID counter: displaces DNA intercalator in HCV helicase counter-screen | DNA fluorescent intercalator displacement, fluorescence | inhibition, % at 7.9 µM | 290,000 compounds, 0.17% hits; in the data active = inhibition above about 37%;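 also: 0% = vehicle and 100% = reference compound; higher means more ethidium bromide displaced from hairpin DNA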
# M18AAP inhibitor: blocks P. falciparum M18 aspartyl aminopeptidase; inhibition, % at 7.35 µM; recombinant PfM18AAP, H-Glu-NHMec fluorogenic cleavage; 290,000 compounds, 1.2% hits;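 active = inhibition above the campaign mean inhibition over all tested compounds plus 3 SD, cut at about 28% in these data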;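 also: 0% = plate median of test compound wells and 100% = 2 mM ZnCl2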
# An asterisk follows results filed as active; / = not tested or not shown. An excerpt, so the mix of outcomes need not match the whole.
1	Cn1c(=O)c2c(-c3ccncc3)c3c(nc2n(C)c1=O)-c1ccccc1C3=O
2	COc1cccc(/C=C/C(=C2\C(=O)N(c3ccccc3)N=C2C)c2ccc(Br)cc2)c1OC
3	Cc1nc(NC2=NCN(CCN3CCOCC3)CN2)nc2c(C)cccc12
4	Cc1sc2c(c1C)c(=O)nc1scc(C)n12
5	O=C(O)C(CC(=O)N1CCOCC1)NCc1ccccc1 (stereo not given)
6	Cc1ccc(C2C(C(=O)c3sc(-c4ccccc4)nc3C)=C(O)C(=O)N2CCN(C)C)o1 (stereo not given)

Screen / compound no.	1	2	3	4	5	6
OXTR ag	/	/	/	/	/	/
NALP1 yeast inh	/	/	/	/	/	/
GPR7 antagonist	-2	-1	-3	-7	-4	-4
PHOSPHO1 block	/	/	/	/	/	/
FID counter	1	2	0	2	2	4
M18AAP inhibitor	2	3	1	-1	1	-2

# Gathered by group: the entries above with sulfur (2)
4	Cc1sc2c(c1C)c(=O)nc1scc(C)n12
6	Cc1ccc(C2C(C(=O)c3sc(-c4ccccc4)nc3C)=C(O)C(=O)N2CCN(C)C)o1 (stereo not given)

Screen / compound no.	4	6
OXTR ag	/	/
NALP1 yeast inh	/	/
GPR7 antagonist	-7	-4
PHOSPHO1 block	/	/
FID counter	2	4
M18AAP inhibitor	-1	-2

# Only OXTR ag, NALP1 yeast inh and M18AAP inhibitor, for some of the entries so far:
cpd	SMILES	OXTR ag	NALP1 yeast inh	M18AAP inhibitor
1	Cn1c(=O)c2c(-c3ccncc3)c3c(nc2n(C)c1=O)-c1ccccc1C3=O	/	/	2
2	COc1cccc(/C=C/C(=C2\C(=O)N(c3ccccc3)N=C2C)c2ccc(Br)cc2)c1OC	/	/	3
3	Cc1nc(NC2=NCN(CCN3CCOCC3)CN2)nc2c(C)cccc12	/	/	1
4	Cc1sc2c(c1C)c(=O)nc1scc(C)n12	/	/	-1
5	O=C(O)C(CC(=O)N1CCOCC1)NCc1ccccc1 (stereo not given)	/	/	1
6	Cc1ccc(C2C(C(=O)c3sc(-c4ccccc4)nc3C)=C(O)C(=O)N2CCN(C)C)o1 (stereo not given)	/	/	-2

# Later entries:
7	COc1ccccc1OCc1nc2c3c(-c4ccccc4)c(-c4ccccc4)oc3ncn2n1
8	Fc1cccc(-c2cc3nc4c(c(N5CCN(c6cnccn6)CC5)n3n2)CCCC4)c1
9	N#Cc1cc2c(=O)n3ccccc3nc2n(CC2CCCO2)c1=N (stereo not given)
10	CC1CC(C)CN(c2nc3c(c(=O)[nH]c(=O)n3C)n2CCCSc2nc3ccccc3s2)C1 (stereo not given)
11	CN(C=O)CP(=O)(O)CCN1CCCC1=O
12	CCCCOc1ccc(C(=O)CCNC(C(=O)O)C(C)CC)cc1 (stereo not given)

Screen / compound no.	7	8	9	10	11	12
OXTR ag	/	/	/	/	/	/
NALP1 yeast inh	/	/	/	/	/	/
GPR7 antagonist	-4	5	-9	-4	-4	-4
PHOSPHO1 block	/	/	/	/	/	/
FID counter	1	-1	2	2	1	-2
M18AAP inhibitor	-9	-5	-2	-10	1	-3

13	Cc1ccc(C(=O)C2=C(O)C(=O)N(CCN(C)C)C2c2ccccn2)o1 (stereo not given)
14	Cc1cc(C)c2c(n1)nn1c(N3CCOCC3)cc(C)nc21
15	CCc1ccc(C(C(=O)NC2CCCCC2)N(C(=O)CNC(=O)c2ccco2)c2cccnc2)cc1 (stereo not given)
16	Cc1ccc(C2c3c(oc4ccccc4c3=O)C(=O)N2c2nnc(C)s2)o1 (stereo not given)
17	CCN(CC)CCCN1C(=O)C(=O)/C(=C(/O)c2ccc3c(c2)OCO3)C1c1ccccn1 (stereo not given)
18	CCOC(=O)c1sc(NC(=O)CSc2nc(-c3ccco3)cc(C(F)(F)F)n2)c(C(=O)OC(C)C)c1C

Screen / compound no.	13	14	15	16	17	18
OXTR ag	/	/	/	/	/	/
NALP1 yeast inh	/	/	/	/	/	/
GPR7 antagonist	9	0	-12	-8	-10	-6
PHOSPHO1 block	/	/	/	/	/	/
FID counter	-1	-11	-2	-1	-1	0
M18AAP inhibitor	5	16	-9	2	-2	4

# Two of the compounds above, with values under each structure.
# Values run as follows: OXTR ag, NALP1 yeast inh, GPR7 antagonist, PHOSPHO1 block, FID counter, M18AAP inhibitor
1	Cn1c(=O)c2c(-c3ccncc3)c3c(nc2n(C)c1=O)-c1ccccc1C3=O
  /, /, -2, /, 1, 2
2	COc1cccc(/C=C/C(=C2\C(=O)N(c3ccccc3)N=C2C)c2ccc(Br)cc2)c1OC
  /, /, -1, /, 2, 3

# New compounds follow.
19	Cc1cc(C(=O)CSCc2nnc3n(CCC(C)C)c(=O)c4ccccc4n23)c(C)n1C
20	Cc1cc(C)n2nc(SCc3cc(=O)n4ccccc4n3)nc2n1
21	Cc1noc(C)c1S(=O)(=O)N1CCC(C(=O)N2CCC(N3CCCCC3)CC2)CC1
22	Cc1ccc(S(=O)(=O)N2CCC(C(=O)N[C@@H](C)C(=O)NCCc3ccccc3)CC2)cc1
23	CC1=C(C(=O)OC(C)C)C(/C=C/c2ccccc2)NC(=O)N1 (stereo not given)
24	O=C(c1ccc(S(=O)(=O)N2CCC(c3nc4ccccc4s3)CC2)cc1)N1CCOCC1
25	O=C(N=c1nc2ccccn2s1)c1ccccc1
26	COc1ccccc1-n1nnnc1S(=O)(=O)Cc1ccc(Cl)cc1
27	COc1cccc(CCN2C(=O)C(=O)N([C@@H](CNCc3ccccc3)Cc3ccccc3F)C[C@@H]2C(C)(C)C)c1

Screen / compound no.	19	20	21	22	23	24	25	26	27
OXTR ag	/	/	0.3	3.5	-0.5	0.6	-0.1	-0.6	-0.6
NALP1 yeast inh	/	/	48	1	12	20	11	5	-24
GPR7 antagonist	1	-9	/	/	/	/	/	/	/
PHOSPHO1 block	/	/	41	-17	-8	1	18	41	27
FID counter	0	1	/	/	/	/	/	/	/
M18AAP inhibitor	2	1	/	/	/	/	/	/	/
